EphB4 ephrin blk = EphB4-ephrin-B2 interaction antagonists, primary screen, biochemical, TNYL-RAW peptide probe, fluorescence polarization | EphB4 LBD / TNYL-RAW-Alexa532 peptide | inhibition, % at 7 µM | actives 0.15% (n = 97,000);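 active means inhibition above the screen-wide mean inhibition plus 3 SD, cut at about 15% in these data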;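 further: 0% = DMSO wells and 100% = excess unlabeled TNYL-RAW peptide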
CYP2C19 inhib = blockers of cytochrome P450 2C19 activity – biochemical, luminescence, ADME assay, primary screen | actives 21% (n = 96,000) | inhibition, % at 5 µM | P33261 | CYP2C19 Supersomes, luciferin-H EGE luminescence, 30 min;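 active means CYP2C19 inhibition above a set limit at 5 µM in the primary screen, cut at about 50% in these data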;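 further: plate controls were negative control wells for no effect and 2.5 mM tranylcypromine positive control for full effect; values of inactives mirror those of a sister screen read the other way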
CYP2C9 act = human CYP2C9 activators, primary screen, biochemical, luminescence | recombinant CYP2C9, luciferin-H conversion; stronger effect = higher value; factor 1 = untreated enzyme, 0 = blocked | activation factor at 5 µM | actives 1.4% (n = 96,000);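 active means activation factor of 2 or more for CYP2C9 at a 5 µM dose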;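 further: 0 = sulfaphenazole-blocked wells and 1 = vehicle-only wells; values of inactives mirror those of a sister screen read the other way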
Plk1 PBD FP = Plk1 polo box domain binding inhibitors, primary screen, biochemical, fluorescence polarization. Plk1 PBD phosphopeptide binding. inhibition, %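 (tested at about 20 µM)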. actives 0.13% (n = 97,000). AID 693, 2007; in the data active means inhibition above about 34%, passing the limit was not always enough
PLK1 inh = human PLK1 kinase inhibitors, primary screen, biochemical, TR-FRET | Serine/threonine-protein kinase PLK1 (Homo sapiens), P53350 | recombinant PLK1 kinase, TR-FRET peptide phosphorylation | inhibition, % at 10 µM | actives 0.53% (n = 97,000) | AID 619, 2007;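 active means inhibition of 50% or more in the single-concentration screen; inactive means inhibition below 50%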;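 further: 0% = DMSO max control and 100% = H-89 dihydrochloride min control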
PLAP act = PLAP enzyme activators, biochemical, luminescence, HTS; Alkaline phosphatase, placental type (Homo sapiens), P05187; purified PLAP enzyme, luminescent substrate read-out; stronger effect = higher value; activation fold at 20 µM; actives 1.2% (n = 96,000); AID 696, 2007; in the data active means activation fold above about 2
Target sequence (P05187 whole entry, looked up): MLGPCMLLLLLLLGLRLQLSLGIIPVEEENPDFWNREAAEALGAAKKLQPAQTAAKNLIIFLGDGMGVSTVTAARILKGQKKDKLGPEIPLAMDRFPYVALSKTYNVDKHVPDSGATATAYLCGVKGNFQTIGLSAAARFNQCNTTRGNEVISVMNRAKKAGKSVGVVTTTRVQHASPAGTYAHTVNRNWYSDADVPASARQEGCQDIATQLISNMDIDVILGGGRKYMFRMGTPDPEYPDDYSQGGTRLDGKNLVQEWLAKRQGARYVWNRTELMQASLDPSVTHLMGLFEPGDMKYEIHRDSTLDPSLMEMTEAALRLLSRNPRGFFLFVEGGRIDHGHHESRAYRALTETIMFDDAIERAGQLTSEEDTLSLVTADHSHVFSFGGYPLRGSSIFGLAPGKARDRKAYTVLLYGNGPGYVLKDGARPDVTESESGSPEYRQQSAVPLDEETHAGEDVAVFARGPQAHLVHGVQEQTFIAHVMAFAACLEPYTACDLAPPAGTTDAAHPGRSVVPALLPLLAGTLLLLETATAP
CYP2C9 inhib = blockers of cytochrome P450 2C9 activity – biochemical, luminescence, ADME assay, primary screen; CYP2C9 Supersomes, luciferin-H conversion; inhibition, % at 5 µM; AID 777, 2007; actives 20% (n = 96,000); P11712;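 active means blocking of liver enzyme CYP2C9 beyond about 50% at 5 µM, limit read from the data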; further: values of inactives mirror those of a sister screen read the other way
Rev-RRE block = HIV-1 Rev-RRE binding inhibitors, primary screen, biochemical, FRET, protein-RNA interaction | P05866 | Rev peptide-RRE RNA binding | inhibition, % at 8 µM | actives 0.79% (n = 97,000);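 active means inhibition above the screen-wide mean plus 3 SD, cut at about 35% in these data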;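 further: 0% = median DMSO wells and 100% = median Neomycin B control wells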
Target sequence (P05866 whole entry, looked up): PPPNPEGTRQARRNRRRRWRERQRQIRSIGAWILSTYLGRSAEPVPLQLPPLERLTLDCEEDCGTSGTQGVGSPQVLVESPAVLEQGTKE
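Test system: Cy5-tagged RRE RNA duplex with fluorescein-tagged Rev peptide; Probe or stimulus: labelled Rev peptide; Schedule: 5 min preincubation and 15 min binding, 25 °C; Signal: FRET fluorescence readout; Evaluation: % inhibition from 671/540 nm acceptor-to-donor ratio, scaled between controls; Control set: DMSO and neomycin B.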
CYP2C19 activ = human CYP2C19 activators, primary screen, biochemical, luminescence; Cytochrome P450 2C19 (Homo sapiens), P33261; recombinant CYP2C19, luciferin-H EGE luminescence; stronger effect = higher value; 0 = fully inhibited enzyme, 1 = untreated enzyme; activation factor at 5 µM; 96,000 tested, under 10 active; AID 1025, 2008;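 active means activation factor of at least 2 at 5 µM in the primary screen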;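 further: 0 = wells with 2.5 mM tranylcypromine and 1 = vehicle-only wells; values of inactives mirror those of a sister screen read the other way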
The depositor's hits bear a star; x = no result given. This is a random part of the collection; about 29% have a hit in one of these screens.

#	Molecule	EphB4 ephrin blk	CYP2C19 inhib	CYP2C9 act	Plk1 PBD FP	PLK1 inh	PLAP act	CYP2C9 inhib	Rev-RRE block	CYP2C19 activ
1	CCc1c(C)nc2cc(-c3ccc(OC)cc3)[nH]n2c1=O	x	-1	1.1	x	x	1.1	-14	x	1
2	O=C1CC(NCc2cccs2)C(=O)N1c1ccc(Cl)cc1 (stereo unspecified)	-2	42	1	31	-5	1.2	-3	5	0.6
3	Cc1ccc(-c2nnc(N3CCCCC3)c3ccccc23)cc1S(=O)(=O)NCC1CCCO1 (stereo unspecified)	-2	10	0.5	25	0	1.9	46	0	0.9
4	Cc1ccc(C)c(NC(=O)C(C)CC2COCCO2)c1 (stereo unspecified)	-7	0	1.1	10	-8	1.1	-8	0	1
5	CC(=O)NCC(=O)N(Cc1ccco1)C1(C(=O)NC2CCCCC2)CCCCC1	-4	-6	1.3	-13	0	1.4	-34	2	1.1
6	CCCS(=O)(=O)N1CCC(C(=O)NCCCN2CCC(Cc3ccccc3)CC2)CC1	-1	16	1.1	-17	5	1.8	-9	9	0.8
7	COc1ccc(-c2ccc(C#N)c(SCC(=O)Nc3sc4c(c3C#N)CCC4)n2)cc1OC	-6	42	0	-1	-3	1.1	98*	7	0.6
8	Cc1cc(C)cc(OCc2nnc(SCC(=O)Nc3ccccc3)o2)c1	2	2	1	-8	-9	0.8	-3	8	1
9	COc1ccc(C)cc1NC(=O)CSc1nnc(COc2ccc(C)cc2)n1Cc1ccco1	0	6	0.9	-16	11	1.1	10	7	0.9
10	Cc1ccccc1S(=O)(=O)Cc1ccc(C(=O)NCc2cccnc2)o1	-7	98*	0.3	-1	-5	1.4	67*	1	0
11	COc1ccc(NC(=O)Cn2nc(Cc3cccnc3)c3ccccc3c2=O)cc1OC	-4	4	0.8	20	-18	1	18	-2	1
12	COc1ccc(CC(=O)n2nc(-c3ccc(Cl)cc3)nc2NCc2ccco2)cc1	-1	6	0.9	12	-10	1.1	13	9	0.9
13	O=C(Nc1ccc(Cc2ccc(NC(=O)N3CCOCC3)cc2)cc1)N1CCOCC1	x	-9	1	x	x	0.9	-4	x	1.1
14	C=CCSc1nc(C)c(CC=C)c(=O)[nH]1	-7	30	0.7	-12	-13	1.4	30	-1	0.7
15	CCc1ccc2[nH]c(=O)c(C3C(C#N)=C(N)Oc4c3ccc3cccnc43)cc2c1 (stereo unspecified)	5	4	0.7	-1	1	1.6	28	5	1
16	CCCCC(=O)Nc1cc(OC)c(NC(=O)C2CCCCC2)cc1OC	-4	71*	0	3	-11	0.9	99*	3	0.3
17	COc1ccc(N2C(=O)CC(NCc3ccncc3)C2=O)cc1 (stereo unspecified)	1	x	x	24	-17	x	x	2	x
18	CCOc1ccc(S(=O)(=O)NC(C)(C)C)cc1-c1nc2c(C(C)(C)C)nn(C)c2c(=O)[nH]1	-6	22	0.3	-15	-10	1.8	66*	1	0.8
19	CSc1nsc(SCC(=O)Nc2ccc(Br)cn2)n1	5	73*	0.7	-7	-3	1.1	26	7	0.3
20	COc1ccc(-c2csc(C3=C(O)CN(Cc4ccc(Cl)cc4)C3=N)n2)cc1OC	-7	43	0.1	21	-8	1.4	89*	3	0.6
21	COc1cccc(CSc2nnc(-c3ccco3)n2C)c1	3	95*	0.8	-16	-5	1.1	17	5	0.1
22	Cc1ccc(NC(=O)CSc2nnc(Cc3cccn3C)n2-c2ccc(F)cc2)cc1	-1	5	0.9	-5	3	1.5	13	-9	0.9
23	CS(=O)(=O)N1CCN(c2nnc(-c3ccccc3)c3ccccc23)CC1	x	32	0.9	x	x	1.8	14	x	0.7
24	O=C(Nc1c(C(=O)N2CCOCC2)cnn1-c1ccccc1Cl)c1ccco1	-4	-18	1.3	2	-6	1	-29	1	1.2
25	O=C(CSc1nc2ccccc2o1)N1CCN(c2ccc(Cl)cc2)CC1	0	4	1.1	-14	16	0.9	-12	-3	1
26	COCC(=O)N(Cc1nc2ccccc2c(=O)[nH]1)Cc1cccs1	-2	42	0.5	-12	4	1.4	52*	3	0.6
27	CC1CCN(Cc2nc3c(c(=O)n(C)c(=O)n3C)n2CCc2ccccc2)CC1	-2	x	x	25	-13	x	x	7	x
28	CCOc1ccc(C2C(C(=O)Nc3ccc(F)cc3)=C(C)Nc3nc(CCCO)nn32)cc1 (stereo unspecified)	3	4	0.4	-7	-8	1.3	62*	4	1
29	Cc1ccc(O)c(-c2cc(C(F)(F)F)[nH]n2)c1	1	21	0.8	-8	-4	1.8	25	3	0.8
30	CC(=O)Nc1ccc(S(=O)(=O)CCC(=O)O)cc1	-2	x	x	-9	-7	x	x	6	x

From no. 18 as far as 22, copied from above:
#	Molecule	EphB4 ephrin blk	CYP2C19 inhib	CYP2C9 act	Plk1 PBD FP	PLK1 inh	PLAP act	CYP2C9 inhib	Rev-RRE block	CYP2C19 activ
18	CCOc1ccc(S(=O)(=O)NC(C)(C)C)cc1-c1nc2c(C(C)(C)C)nn(C)c2c(=O)[nH]1	-6	22	0.3	-15	-10	1.8	66*	1	0.8
19	CSc1nsc(SCC(=O)Nc2ccc(Br)cn2)n1	5	73*	0.7	-7	-3	1.1	26	7	0.3
20	COc1ccc(-c2csc(C3=C(O)CN(Cc4ccc(Cl)cc4)C3=N)n2)cc1OC	-7	43	0.1	21	-8	1.4	89*	3	0.6
21	COc1cccc(CSc2nnc(-c3ccco3)n2C)c1	3	95*	0.8	-16	-5	1.1	17	5	0.1
22	Cc1ccc(NC(=O)CSc2nnc(Cc3cccn3C)n2-c2ccc(F)cc2)cc1	-1	5	0.9	-5	3	1.5	13	-9	0.9

Later entries.
#	Molecule	EphB4 ephrin blk	CYP2C19 inhib	CYP2C9 act	Plk1 PBD FP	PLK1 inh	PLAP act	CYP2C9 inhib	Rev-RRE block	CYP2C19 activ
31	COc1ccc(Cc2nc(-c3ccc(Cl)cc3)no2)cc1	3	-1	1	0	-8	2*	3	21	1
32	Cc1ccc(N2CC(C(=O)Nc3ccncc3)CC2=O)cc1 (stereo unspecified)	-9	98*	0	-1	-2	1.2	99*	2	0
33	COC(=O)CSc1nc(N)c(C#N)c(C(C)C)c1C#N	0	59*	0.5	17	-2	1.1	48	-4	0.4
34	CCc1ccc(NC2=NCC(=O)N2Cc2ccc3c(c2)OCO3)cc1	x	36	0.4	x	x	1.3	58*	x	0.6
35	O=C(NCc1ccccc1)c1cc(=O)[nH]c2ccccc12	2	-20	1.6	-20	1	0.8	-57	2	1.2
36	CN(c1ccccc1)S(=O)(=O)c1ccc(NC(=O)C2CCCCC2C(=O)O)cc1 (stereo unspecified)	5	13	0.6	1	-6	1	36	-3	0.9
37	CN(C)c1nc(N(C)C)nc(N(C#N)CCOc2ccccc2)n1	-6	x	x	-5	-17	x	x	4	x
38	Cc1c(N(C)C(=O)C2CCCN2S(=O)(=O)c2ccccc2)c(=O)n(-c2ccccc2)n1C (stereo unspecified)	1	2	1.1	-8	-6	1.1	-10	4	1
39	Cc1cc(C)n(CC(=O)O)n1	0	x	x	11	-2	x	x	3	x
40	FC(F)(F)c1cnc(Sc2nc3nccc(-c4ccc(Cl)cc4)n3n2)c(Cl)c1	2	17	0.6	-16	-7	1.4	36	9	0.8
41	Cc1cccc(C(=O)O/N=C2\CCCc3ccccc32)c1	3	1	1.5	25	0	1	-54	12	1
42	Cc1ccc2c(c1)N(CC(=O)N1CCc3ccccc3C1)C(=O)CO2	0	84*	0.8	-15	-9	0.9	25	-1	0.2
43	CC1CCc2cc(F)ccc2N1C(=O)C1(C)CC1(Cl)Cl (stereo unspecified)	-4	56*	0.6	-13	-7	0.8	36	5	0.4
44	O=C(/C=C/c1cccs1)c1ccc(Br)cc1	-7	4	0.9	-26	-3	1.1	9	4	1
45	COc1ccc(-c2ccc(-c3nnc(-c4cc(OC)ccc4OC)o3)cc2)cc1	-7	38	0.9	-2	-12	1.4	5	7	0.6
46	Cc1cc(C)c2nc(N3CCCN(C(=O)c4cnccn4)CC3)c(C#N)cc2c1	3	36	0.7	-6	-12	1.4	32	3	0.6
47	O=C(Oc1cccc2cccnc12)c1cccc(-n2cnnn2)c1	7	x	x	-10	3	x	x	13	x
48	COc1cccc(OC)c1C(=O)N1CCN(c2ccccn2)CC1	-5	25	0.9	38*	-12	1.3	7	-1	0.8
49	CCC(C)NS(=O)(=O)c1ccc(-c2csnn2)s1 (stereo unspecified)	2	100*	0.6	5	-11	0.8	37	3	0
50	COc1ccc(-n2nnnc2SCc2nc(N)nc(N3CCOCC3)n2)cc1	-1	22	0.6	-3	19	1	36	8	0.8
51	CC(C)(C)OC(=O)NCCC(=O)Oc1ccc2ccc(=O)oc2c1	4	10	1	-20	-4	1.1	-4	6	0.9
52	CC(C)(C)OC(=O)N1CCC[C@H]1c1nnc(SCc2ccc(Cl)cc2Cl)o1	2	40	0.8	10	-11	1.5	24	4	0.6
53	Cn1ccnc1SCC(=O)Nc1sccc1C#N	-1	31	0.9	-5	4	1	14	13	0.7
54	COc1cc(NC(=O)c2ccco2)c(OC)cc1NC(=O)Nc1cccc(Cl)c1	-1	-6	1	17	-10	0.8	-4	-7	1.1
55	COC(=O)c1ccccc1NC(=O)CSCC(=O)Nc1ccccc1	-11	53*	0.7	3	-7	1	34	-3	0.5
56	COc1cccc(C2c3c(oc4ccccc4c3=O)C(=O)N2c2ccccn2)c1 (stereo unspecified)	2	11	0.8	-10	-22	0.8	25	11	0.9
57	CCOC(=O)N1CCC(N2CCN(S(=O)(=O)c3ccc(NC(C)=O)cc3)CC2)CC1	-3	4	0.9	-14	-12	1.6	14	1	1
58	CCOC(=O)c1ccc(N2C(=O)CC(N3CCN(C(=O)c4ccco4)CC3)C2=O)cc1 (stereo unspecified)	1	6	1.1	17	-3	1.1	-6	4	0.9
59	CC1(C)C=C(c2ccc(O)cc2)CC(C)(C)N1	-4	0	1	-23	-7	0.8	2	6	1
60	COc1ccc(OC)c(S(=O)(=O)n2nc(C)cc2C)c1	-6	68*	0.9	2	-3	0.9	14	-3	0.3
61	O=C(NCc1ccccn1)C1CCCN(S(=O)(=O)c2cccc3nsnc23)C1 (stereo unspecified)	1	-13	1	12	1	0.9	-3	4	1.1
62	COc1cc([C@H]2[C@@H]3CCCC[C@]3(O)CCN2CC(=O)Nc2ccc(C)cc2C)ccc1O	2	17	0.7	1	-14	1.2	32	7	0.8
63	Cn1c(=O)[nH]c(=O)c2c1nc(NCc1ccco1)n2CCCc1ccccc1	-5	0	0.9	31	-4	1	7	3	1
64	COc1ccc(NC(=O)N2CCc3ccccc32)cc1	-2	58*	0.8	-45	-6	0.7	22	3	0.4
65	COc1ccc(-c2nnn(CC(=O)N(C3CCCC3)C(C)C(=O)NC3CCCC3)n2)cc1OC (stereo unspecified)	1	81*	0.4	-17	1	1.7	59*	7	0.2
66	CCC(C)c1ccc(OCC(=O)O)cc1 (stereo unspecified)	5	13	0.9	-16	-4	1	6	-2	0.9
67	CCOc1ccc(N2C(=O)CS/C2=N/NC(=O)COc2ccc3ccccc3c2)cc1	-4	14	0.7	-18	-4	1.4	28	0	0.9
68	O=C(Oc1ccc2c(=O)c(Cl)coc2c1)c1cccnc1	7	-6	1.2	9	4	1.1	-25	10	1.1

Bioassay records as filed in PubChem BioAssay.
